ANO1 activ = activators or potentiators of mouse TMEM16A chloride channel | 0.3% of 340,000 active | B-score at 10 µM | HEK293 TMEM16A/YFP-H148Q/I152L, iodide quench fluorescence; stronger effect = lower value;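 active = fluorescence-ratio B-score plate-corrected deviation score at least 3 library SD below zero, with starting fluorescence score within 5 deviations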;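 also: channel opened by trigger with iodide after compound preincubation; score built on the fluorescence ratio of max minus min over baseline; more negative score means more quench and so TMEM16A activation or potentiation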
KCNQ1 block = blocks the human KCNQ1 potassium channel; B-score at 10 µM; CHO-K1 KCNQ1, FluxOR thallium flux fluorescence; stronger effect = higher value; AID 2642; 1.3% of 310,000 active; P51787;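 active = compounds whose thallium flux B-score, printed positive for inhibition, exceeds three library SD while starting fluorescence stays within three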;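 also: channel opened by potassium depolarization with thallium stimulus after 20 min compound exposure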
KCNQ1 pot = potentiates or activates the human KCNQ1 potassium channel; P51787; CHO-K1 KCNQ1, thallium flux FluxOR fluorescence; stronger effect = higher value; B-score at 10 µM; 0.35% of 310,000 active; AID 2648;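 active = fluorescence ratio B-score, a plate-corrected score, at least three library SD, with initial intensity B-score within 5 SD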
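Assay system: stable KCNQ1 CHO-K1 line; medium: assay buffer, equal DMSO in all wells; timing: 90 min dye loading and 20 min compound exposure, both at room temperature; technique: kinetic FluxOR thallium fluorescence, 10-s 1-Hz baseline, 110-s post-stimulus read; read-out basis: B score of baseline-normalized fluorescence ratio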
HDAC3 inh = blocks human histone deacetylase 3. inhibition, % at 8.3 µM. 0.15% of 320,000 active. recombinant HDAC3, fluorogenic peptide/trypsin coupled, fluorescence; in the data active = inhibition above about 26%, passing the limit was not always enough; inconclusive = no clear call, values can overlap the other calls
KCNK3 block = human KCNK3 channel inhibition, primary screen; O14649; CHO-KCNK3 thallium flux, FluxOR fluorescence; stronger effect = lower value; B-score at 10 µM; 0.84% of 340,000 active; AID 602410;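 active = B-score under library mean minus 4 SD, starting fluorescence ratio at most library mean plus 5 SD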;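 also: more negative B-score means stronger inhibition of thallium flux through KCNK3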
SKKanGAS inh = inhibitors of SKKanGAS S. pyogenes growth in kanamycin (SK-promoter or general growth effect); inhibition, % at 7.5 µM; 1.3% of 300,000 active; BacTiter-Glo, 6 h; AID 1662;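 active = mean replicate score, as percent of positive control median, at least 50; inconclusive = mean below 50 but one replicate at or above 50; inactive = mean and every replicate below 50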;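 also: strain carries kanamycin resistance gene driven by streptokinase promoter and grows in 40 µg/ml kanamycin; loss of luminescence reflects streptokinase promoter inhibition or plain growth inhibition; 0% = median of DMSO wells and 100% = positive control at its reference dose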
RGS4 inh = human RGS4 inhibition | P49798 | 0.45% of 310,000 active | HEK293 M3R/RGS4 inducible, Fluo-4 calcium flux; stronger effect = higher value; triggered by carbachol at its EC20 | B-score at 10 µM;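 active = B-score, a plate-corrected calcium signal, over three deviations above library mean, with baseline fluorescence within five deviations of library mean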;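 also: RGS4 expression induced by doxycycline in cells with stable M3 receptor; B-score is computed from the integrated fluorescence ratio over baseline after carbachol; higher B-score means a larger calcium signal and so more RGS4 inhibition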
hERG rescue = compounds protecting human hERG from proarrhythmic drug block | Q12809 | CHO-hERG, FluxOR thallium flux, dofetilide IC70 present | activation (rescue from dofetilide block), less the hit threshold, % at 10 µM | 0.51% of 310,000 active | AID 1511;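 active = activation above the mean of controls blocked by dofetilide plus 5 SD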;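 also: thallium influx through hERG after potassium depolarization seen as dye fluorescence rise; in these data hits start at about 4.7%; inactives centre near -7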
Target sequence (Q12809 whole entry, looked up): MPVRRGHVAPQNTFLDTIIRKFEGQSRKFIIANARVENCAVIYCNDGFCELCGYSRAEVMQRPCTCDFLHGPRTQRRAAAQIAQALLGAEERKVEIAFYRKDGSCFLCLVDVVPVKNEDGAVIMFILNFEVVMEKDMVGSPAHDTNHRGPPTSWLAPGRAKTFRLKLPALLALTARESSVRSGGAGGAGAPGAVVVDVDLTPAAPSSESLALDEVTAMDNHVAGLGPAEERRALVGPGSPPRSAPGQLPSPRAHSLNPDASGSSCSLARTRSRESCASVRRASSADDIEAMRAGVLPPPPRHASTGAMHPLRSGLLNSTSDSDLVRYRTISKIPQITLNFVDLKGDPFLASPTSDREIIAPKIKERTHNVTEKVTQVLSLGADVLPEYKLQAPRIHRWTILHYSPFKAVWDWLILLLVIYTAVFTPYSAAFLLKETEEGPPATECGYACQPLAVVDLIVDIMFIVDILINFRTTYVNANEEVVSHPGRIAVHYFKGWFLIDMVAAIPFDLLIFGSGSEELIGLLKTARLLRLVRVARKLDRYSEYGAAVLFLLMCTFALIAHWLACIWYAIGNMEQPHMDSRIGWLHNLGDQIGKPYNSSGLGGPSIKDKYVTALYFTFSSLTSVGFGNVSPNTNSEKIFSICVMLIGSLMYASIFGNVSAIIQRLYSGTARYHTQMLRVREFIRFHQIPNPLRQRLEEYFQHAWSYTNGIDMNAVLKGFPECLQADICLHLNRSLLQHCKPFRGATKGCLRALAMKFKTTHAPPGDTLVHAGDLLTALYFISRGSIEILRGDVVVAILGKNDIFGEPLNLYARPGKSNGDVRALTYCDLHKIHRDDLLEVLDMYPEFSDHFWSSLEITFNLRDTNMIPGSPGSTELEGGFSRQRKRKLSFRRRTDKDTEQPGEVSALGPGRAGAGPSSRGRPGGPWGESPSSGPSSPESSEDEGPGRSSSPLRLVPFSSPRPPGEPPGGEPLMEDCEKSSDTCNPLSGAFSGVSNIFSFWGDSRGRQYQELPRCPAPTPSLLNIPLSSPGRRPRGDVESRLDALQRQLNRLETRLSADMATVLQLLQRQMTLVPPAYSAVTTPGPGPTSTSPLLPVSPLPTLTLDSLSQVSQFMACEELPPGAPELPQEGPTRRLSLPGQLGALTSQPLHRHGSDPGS
KCNK9 block = inhibitors of human KCNK9 two-pore domain potassium channel. HEK293 KCNK9, FluxOR thallium flux fluorescence; stronger effect = lower value. B-score at 10 µM. 1.2% of 310,000 active;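 active = ratio B-score over 3 SD below the library mean, with starting fluorescence within 5 SD of its mean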;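 also: negative B-score means less thallium flux so channel inhibition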
TMEM16A inh = inhibitors of mouse TMEM16A calcium-activated chloride channel. 1.2% of 310,000 active. HEK293 TMEM16A/YFP iodide influx fluorescence, ionomycin. AID 588511. normalized B-score (activity score, 25-100; higher = stronger inhibition) at 10 µM;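 active = ratio plate-corrected score three or more library SD toward inhibition, starting fluorescence score within five deviations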;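 also: score derived from kinetic fluorescence span divided by baseline fluorescence per well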
RGS4 act = potentiators or activators of RGS4. HEK293 M3R/inducible RGS4, carbachol calcium flux Fluo4; stronger effect = lower value. B-score at 10 µM. 0.92% of 310,000 active;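 active = B-score of the integrated calcium signal more than 4 SD below the library mean, with starting fluorescence not abnormally high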;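 also: negative B-score means reduced calcium response which marks RGS4 activation or potentiation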
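Material: M3R-expressing HEK293 line, RGS4 induced by doxycycline | Schedule: Overnight RGS4 induction, 30 min dye load 37 °C, 20 min compound RT | Measured by: Fluo4 fluorescence kinetic imaging of calcium | Read-out: Integrated calcium ratio converted to B score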
Numbers without * were called inactive; i = inactive; ? = inconclusive; / = not tested or not shown.

SMILES	ANO1 activ	KCNQ1 block	KCNQ1 pot	HDAC3 inh	KCNK3 block	SKKanGAS inh	RGS4 inh	hERG rescue	KCNK9 block	TMEM16A inh	RGS4 act
Cc1cccc(CCNC(=O)Cn2ncc3c([nH]c4ccc(C)cc43)c2=O)c1	i	i	i	1	i	5	i	-4	i	i	i
Cc1cccc(Nc2nc(NCc3ccco3)nc(N)c2[N+](=O)[O-])c1	i	i	i	-2	i	0	i	-9	i	i	i
COCCN(C(=O)CCc1nnc(CCc2c[nH]c3ccccc23)o1)C(C)C	i	i	i	2	i	-4	i	-8	i	i	i
COc1cc(/C=N/NS(=O)(=O)c2ccc(C)c([N+](=O)[O-])c2)cc([N+](=O)[O-])c1O	i	6*	i	6	i	6	i	-3	i	i	i
C#Cc1ccc([C@@H]2C=C(C(=O)Nc3ccccc3)O[C@H](OCC)[C@H]2CCCO)cc1	i	i	i	2	i	6	i	-9	i	i	i
Cc1nccn1CCc1nc(N)nc(N)n1	i	i	i	4	i	-3	i	-6	i	i	i
CCOC(=O)C1CCCN(CC(O)COc2cccc(C)c2)C1 (configuration not stated)	i	i	i	?	i	0	i	-4	i	i	i
CN(C(=O)COC(=O)CSc1ccc([N+](=O)[O-])cc1)C1CCS(=O)(=O)C1 (configuration not stated)	i	i	i	6	i	-2	i	-13	i	i	i
COc1ccccc1OCc1nnc(SCC(=O)c2cc(Cl)ccc2OC)o1	i	i	i	3	i	0	i	-8	i	100*	i
Cn1c(=O)c2[nH]c(N3CCOCC3)nc2n(-c2ccccc2)c1=O	i	i	i	-4	i	3	i	0	i	i	i
Nc1ccc(-c2nc3ccc(-c4nc5ccccc5o4)cc3[nH]2)cc1	i	i	i	-6	i	2	i	-8	i	i	i
CC1(CCl)N([O-])C2=C(CCCC2)[N+]1=O (configuration not stated)	i	i	i	1	i	2	i	-2	i	i	i
CCC(=O)Nc1ccc(Nc2ccccc2)cc1	i	i	i	/	i	0	i	-6	i	i	i
CCCCCC1CC(CC(=O)NC(=S)Nc2ccccc2Cl)C(=O)O1 (configuration not stated)	i	i	i	2	i	-3	i	-17	i	i	i
Cc1cc(C(C2C(=O)CC(C)(C)CC2=O)C2C(=O)CC(C)(C)CC2=O)cc(C)c1OC(F)F	i	i	i	-1	i	-2	i	-9	i	i	i
O=C(CCNC(=O)c1ccc(Cl)cc1)Nc1ccccc1N1CCCCC1	i	i	i	13	i	5	i	-22	i	i	i
CCCCc1ccc(CC2S/C(=C(\C#N)C(=O)N3CCOCC3)N(c3ccccc3)C2=O)cc1 (configuration not stated)	i	i	i	7	i	-3	i	-13	i	i	i
Cc1nc2ccc(NC(=O)CSc3nnc(C)s3)cc2[nH]1	i	i	i	2	i	-4	i	-6	i	i	i
CCCS(=O)(=O)c1cn2cccc(N)c2c1S(=O)(=O)CCC	i	i	i	10	i	4	i	-6	i	i	i
Cc1ccccc1-c1nn(-c2ccc(F)cc2F)cc1CNC1CC1	i	i	i	-3	i	-6	i	-5	i	i	i
O=C(NCCc1c[nH]c2ccc(Cl)cc12)c1cccnc1	i	i	i	0	i	-3	i	-5	i	i	i
Cc1cccc(Sc2ccc([N+](=O)[O-])cc2[N+](=O)[O-])n1	i	i	i	-3	i	-12	i	-10	i	i	i
COc1ccc(NC(=O)N2CCC(c3nc4ccccc4[nH]3)CC2)cc1	i	i	i	2	i	-4	i	-2	i	i	i
CCOC(=O)c1c(=O)n(O)c2ccc(OC)cc2[n+]1[O-]	i	i	i	1	i	7	i	-7	i	i	i
CN1CCCN(C(=O)CC2(CC(=O)O)CCCCC2)CC1	i	i	i	0	i	-3	i	-10	i	i	i
COc1cc(/C=N\Nc2nc(-c3ccc(C)cc3)c(NC(C)=O)s2)ccc1O	i	i	i	6	i	19	i	-22	i	i	i
CC(=O)NC12CC3CC(C)(C1)CC(NC(C)=O)(C3)C2	i	i	i	6	i	-6	i	-8	i	i	i
COc1ccc(NCc2cc3cc(OC)ccc3[nH]c2=O)cc1	i	i	i	-1	i	2	i	-9	i	i	i
COc1ccccc1-n1cc(C(=O)NCC(=O)N2CCN(c3ccccn3)CC2)c2ccccc2c1=O	i	i	i	1	i	-4	i	-17	i	i	i
CCOCCCNCc1cc(Cl)ccc1OCC	i	i	i	-6	i	0	i	-10	i	i	i
Clc1ccccc1CN1CCN(/N=C/c2ccncc2)CC1	i	i	i	-3	i	8	i	-19	i	i	i
O=[N+]([O-])c1cccc(-c2cc3ccccc3[nH]2)c1	i	i	i	-18	i	0	i	-16	i	i	i
COc1ccccc1/C=N/NC(=O)c1c(-c2ccccc2)noc1C	i	i	i	3	i	11	i	-8	i	i	i
Cc1ccn2cc(CSc3ccccc3N)nc2c1	i	i	i	5	i	-17	i	-7	i	i	i
Cc1noc(C)c1COC(=O)c1cccc(N(C)C)c1	i	i	i	1	i	19	i	-8	i	i	i
COc1ccc(C(CCN2CCCC(C)C2)c2c(OC)cc(OC)c3c(C)cc(=O)oc23)cc1 (configuration not stated)	i	i	i	4	i	2	i	-11	i	i	i
N#Cc1ccc(Oc2ccc(C(F)(F)F)cc2NC(=O)c2ccc(F)cc2)cc1	i	i	i	10	i	-3	i	-3	i	i	i
CCN(CC)S(=O)(=O)c1ccc2c(c1)nc(CCC(=O)OCC(=O)Nc1cc(Cl)cc(Cl)c1)n2C	i	i	i	15	i	-2	i	-6	i	i	i
O=C(NCc1cccnc1)Nc1ccc2c(c1)OCO2	i	i	i	-6	i	-6	i	2	i	i	i
COc1cccc(C(C)N(C)Cc2nc(-c3ccoc3)oc2C)c1 (configuration not stated)	i	i	i	-6	i	-6	i	-9	i	i	i
CCOc1ccc(-c2cc(C)n3nc(C(N)=O)cc3n2)cc1	i	i	i	-17	i	-2	i	-8	i	i	i
Cc1nn(Cc2cccc(C(N)=O)c2)c(C)c1Br	i	i	i	-3	i	0	i	-4	i	i	i
Cc1ccc2c(c1)c1c(n2CC(O)CNC(CO)(CO)CO)CCCC1 (configuration not stated)	i	i	i	-6	i	1	i	-7	i	i	i
O=C(CNS(=O)(=O)c1ccc(F)c(Cl)c1)N1CCCC1	i	i	i	-2	i	4	i	-7	i	i	i
Nc1nnc(SC2CCCC2)s1	i	i	i	/	i	8	i	-9	i	i	i
COc1cc(C(=S)N2CCCC2)cc(OC)c1OC	i	i	i	-7	i	-6	i	-12	i	i	i
C(=C\c1ccccc1)/CSc1nc2ncccc2[nH]1	i	i	i	-3	i	-2	i	-2	i	i	i
O=C(Nc1ccc(S(=O)(=O)N2CCCCCC2)cc1)c1c(F)cccc1F	i	i	i	-5	i	6	i	-8	i	i	i
FC(F)(F)C1=CC(c2ccc(Br)cc2)=NCCN1	i	i	i	2	i	2	i	-10	i	i	i
CC(C(=O)Nc1cccc([N+](=O)[O-])c1)[n+]1ccccc1 (configuration not stated)	i	i	i	0	i	-11	i	-9	i	i	i

(further entries)
SMILES	ANO1 activ	KCNQ1 block	KCNQ1 pot	HDAC3 inh	KCNK3 block	SKKanGAS inh	RGS4 inh	hERG rescue	KCNK9 block	TMEM16A inh	RGS4 act
COc1ccc(NC(=O)C2CC(=O)NC(Nc3cccc(C)c3)=N2)cc1 (configuration not stated)	i	i	i	-10	i	-10	i	-6	i	i	i
CN(C)c1ccc(C2(O)C(=O)c3ccccc3C2=O)cc1	i	i	i	7	i	-7	i	-10	i	i	i
COc1ccc(S(=O)(=O)N(C)CC(=O)N2CCOCC2)cc1	i	i	i	0	i	-5	i	-4	i	i	i
COc1ccc(CCC(=O)OCC(=O)Nc2ccc3[nH]c(=O)[nH]c3c2)cc1	i	i	i	-2	i	0	i	-18	i	i	i
O=C(/C=C/c1ccc(Cl)cc1Cl)c1ccc[nH]1	i	i	i	7	i	-3	i	-8	i	i	i
CCOc1cc(C)c(Cl)cc1S(=O)(=O)n1cnc2ccccc21	i	i	i	-7	i	6	i	-7	i	i	i
CS(=O)(=O)N1CCc2cc(-c3csc(NC(=O)C(c4ccccc4)c4ccccc4)n3)ccc21	i	i	i	8	i	6	i	-13	i	i	i
Cc1ccc(S(=O)(=O)Nc2ccc(C(=O)Nc3ccncc3)cc2)cc1	i	i	i	5	i	-4	i	-7	i	i	i
CC(=O)c1cc(C#N)c(SCc2ccncc2)nc1C	i	i	i	6	i	-4	i	-15	i	i	i
Cc1ccccc1C(=O)NCC(=O)Nc1ccc(C)c(S(=O)(=O)N2CCCCCC2)c1	i	i	i	2	i	5	i	-11	i	i	i
COc1ccc(C(=O)N2CCN(c3ccc([N+](=O)[O-])c(-n4nc(C)cc4C)c3)CC2)cc1	i	i	i	4	i	9	i	-2	i	i	i
COc1ccccc1OCC(=O)Nc1ccc(S(=O)(=O)N2CCN(C)CC2)cc1	i	i	i	0	i	-14	i	-7	i	i	i
COc1ccc(C(=O)n2nc(-c3ccccc3)nc2SC)cc1	i	i	i	/	i	1	i	-4	i	/	i
O=C(CN1CCOCC1)Nc1ccc(Oc2ccc(NC(=O)CN3CCOCC3)cc2)cc1	i	i	i	2	i	6	i	-13	i	i	i
Cc1ccc2nc(C)c(C(=O)N/N=C/c3cccs3)n2c1	i	i	i	0	i	-3	i	-4	i	i	i
COc1ccc(NS(=O)(=O)c2ccc(NC(=O)c3ccccc3)cc2)nn1	i	i	i	1	i	11	i	-4	i	i	i
N=C(N)SCc1ncccc1O	i	i	i	-4	i	-8	i	-10	i	i	i
Nc1nc(CN2CCCCC2)cs1	i	i	i	-1	i	6	i	-8	i	i	i
COc1ccc(NC(=O)Cc2c(F)c(F)c(F)c(F)c2F)cc1OC	i	i	i	0	i	-7	i	-10	i	i	i
CCCCCNC(=O)c1ccccc1SC	i	i	i	6	i	-8	i	-10	i	i	i
Cc1nc(N(C)Cc2ccccc2)c2c(C)c(C)sc2n1	i	i	i	-4	i	15	i	-11	i	i	i
N#Cc1c(-c2ccc(F)cc2)cc(-c2cccs2)nc1SCC(=O)O	i	i	i	1	i	5	i	-11	i	i	i

Taken from above.
Entry for Nc1nc(CN2CCCCC2)cs1 under HDAC3 inh: -1
Entry for COc1ccc(C(=O)N2CCN(c3ccc([N+](=O)[O-])c(-n4nc(C)cc4C)c3)CC2)cc1 under SKKanGAS inh: 9
